SIAH1 antagonists: Siah-1 peptide-binding antagonists, primary screen, biochemical, fluorescence polarization, rhodamine-plectin, uHTS (AID 1817) | 290,000 compounds, 0.02% hits | one-dose displacement, % at 20 µM; IC50 in µM for titrated hits | Siah-1 / rhodamine-plectin peptide fluorescence polarization; higher % means a stronger effect;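 active means displacement of at least 50% at 20 µM, with a fluorescence ratio check between 0.3 and a set limit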;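 further: plate controls were Siah plus tracer with DMSO for no effect and tracer alone without Siah for full effect; strong numbers were not always called active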
West Nile virus CPE: inhibition of WNV-induced cytopathic effect – cell-based, CPE readout (AID 1621). CPE inhibition, % at 10 µM; hits with a dose series show IC50 in µM. 290,000 compounds, 0.02% hits. West Nile virus-infected cells, CPE inhibition; higher % means a stronger effect; in the data active means a potency from the dose series; further: strong numbers were not always called active
PhoP inhibition: inhibitors of PhoP regulon expression, primary screen, Salmonella Typhimurium, GFP reporter (AID 1863); one-dose inhibition, % at 50 µM; IC50 in µM for titrated hits; 300,000 compounds, 0.16% hits; S. Typhimurium PhoP-regulated promoter GFP reporter, 4 h; higher % means a stronger effect;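 active means inhibition over 29.93%, a cutoff 3 SD above the screen mean, later confirmed by dose response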;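 further: 0% = low Mg2+ inducing control and 100% = high Mg2+ repressing control; strong numbers were not always called active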
Starred values were filed as active, the others as inactive.

SIAH1 antagonists | PhoP inhibition | molecule | West Nile virus CPE
5% | -4% | O=C(NCc1ccccc1)c1ccc(NC(=O)C2CCCO2)cc1 (stereo not given) | -0.3%
0% | -1% | Cc1ccc(-c2csc(N3CCN(c4cc5c(cc4Cl)nc(-c4ccncc4)n5CCN4CCCCC4)CC3)n2)cc1 | -0.3%
2% | 8% | COc1ccc(C(=O)COC(=O)CNC(=O)c2cccs2)cc1Br | 0.0%
1% | -1% | COc1ccc(CCc2nc(-c3cccs3)no2)cc1 | 0.1%
-4% | 1% | O=C(Nc1nnc(SCC(=O)N2CCCCC2)s1)c1ccccc1F | 0.0%
5% | 2% | CC(C)(C)c1nnc(NC(=O)c2ccc3c(c2)OCO3)s1 | -0.5%
41% | 11% | Cc1ccc2nc(/C(C#N)=C/c3ccc(O)c(O)c3)[nH]c2c1 | 1.1%
9% | 4% | CCc1nc(SCC(=O)N2CCCCC2)c2c(=O)n(C)c(=O)n(C)c2n1 | 0.1%

The last 6 entries of the section above are carried over, then new ones follow.
SIAH1 antagonists | PhoP inhibition | molecule | West Nile virus CPE
2% | 8% | COc1ccc(C(=O)COC(=O)CNC(=O)c2cccs2)cc1Br | 0.0%
1% | -1% | COc1ccc(CCc2nc(-c3cccs3)no2)cc1 | 0.1%
-4% | 1% | O=C(Nc1nnc(SCC(=O)N2CCCCC2)s1)c1ccccc1F | 0.0%
5% | 2% | CC(C)(C)c1nnc(NC(=O)c2ccc3c(c2)OCO3)s1 | -0.5%
41% | 11% | Cc1ccc2nc(/C(C#N)=C/c3ccc(O)c(O)c3)[nH]c2c1 | 1.1%
9% | 4% | CCc1nc(SCC(=O)N2CCCCC2)c2c(=O)n(C)c(=O)n(C)c2n1 | 0.1%
1% | 6% | O=C(O)C1CCN(C(=O)COc2ccc3c(c2)oc(=O)c2ccccc23)CC1 | 0.5%
-2% | 6% | CCN(CC)S(=O)(=O)c1ccc(N2CCN(c3ccccc3O)CC2)nc1 | -1.1%
0% | -5% | O=C(c1ccccc1)N1N=C(c2cccs2)CC1c1ccccc1O (stereo not given) | -0.5%
-5% | -8% | COc1ccccc1/C=N/NC(=O)CSc1ccc2ccccc2n1 | -0.4%
-3% | 12% | COCCN1C(=O)N(c2ccc(Cl)cc2)C(=O)C1CC(=O)Nc1cc(OC)cc(OC)c1 (stereo not given) | -1.3%
-2% | -7% | Cc1ccc(NS(=O)(=O)c2c(C)[nH]c(C)c2C(=O)N2CCCCC2)c(Cl)c1 | -0.3%
-2% | 8% | CCOc1ccc(CN(C)C(=O)CNC(=O)Cc2cccc3ccccc23)cc1 | -0.4%
0% | -3% | COC(=O)CSc1nnc(-c2ccc(S(=O)(=O)N3CCCC3)cc2)o1 | 0.7%
-2% | -4% | N=c1c(C(=O)NCC2CCCO2)cc2c(=O)n3ccccc3nc2n1C1CCCC1 (stereo not given) | -0.7%
-2% | -1% | O=C(COc1ccccc1[N+](=O)[O-])N1CCCc2ccccc21 | -0.9%
2% | 1% | Cc1ccccc1CNC(=O)Nc1ccc(Cl)cc1 | -1.2%
0% | 0% | Cc1ccc(S(=O)(=O)CCc2ccncc2)cc1 | -0.7%
1% | 3% | C/C(=N\Nc1nncc2ccccc12)c1ccc(Cl)c([N+](=O)[O-])c1 | -0.6%
19% | -9% | O=C(O)c1ccc(/C=C2\SC(=S)N(NC(=O)c3ccc(Br)cc3)C2=O)cc1 | 0.1%
-2% | 0% | COc1ccc(Cl)cc1NC(=O)CC1CCCC1 | 0.0%
2% | -4% | CN1C(=O)CSC1=S | 0.0%
0% | 4% | Cc1ccc(-n2c(C)c(C)c3c(N)ncnc32)cc1 | -0.4%
4% | 2% | Cc1cccc(N2CCN(C(=O)c3cccc(N4CCCC4=O)c3)CC2)c1C | -0.1%
5% | 4% | COc1c(C(=O)NC(=S)Nc2nnn(C)n2)cc2ccccc2c1Br | -0.5%
3% | 3% | Cc1ccc(Cl)c(OCCN2CCc3ccccc3C2)c1 | -1.4%
-3% | -3% | O=C(O)c1ccccc1NS(=O)(=O)c1cccc2nsnc12 | 1.1%
3% | -3% | CC(C)(CC(=O)O)CC(=O)Nc1ccc2c(c1)ncn2CCc1ccccc1 | -0.5%
-3% | 1% | COc1ccc(OC)c(NC(=O)CSc2nc3scc(C)c3c(=O)[nH]2)c1 | 0.1%
1% | 1% | O=C(CC1C(=O)NCCN1Cc1cccc(C(F)(F)F)c1)NCCc1cnccn1 (stereo not given) | 0.3%
0% | -1% | O=C(Nc1c2c(nn1-c1ccccc1)CS(=O)(=O)C2)C1CCCC1 | 0.5%
8% | 13% | COc1ccc(Cl)cc1NC(=O)CSC1=NN2CCCC(=O)N=C2S1 | -0.4%
-4% | 4% | Cc1ccc(C(=O)NCCc2c[nH]c3ccccc23)c(C)c1 | -0.1%
1% | 6% | OC(CNc1nc(C(F)(F)F)nc2ccccc12)c1ccccc1 (stereo not given) | -1.5%
0% | -3% | COc1ccc(CN2CCN(Cc3c[nH]c4ccccc34)CC2)cc1 | 0.4%
-4% | 2% | O=C(NCc1ccco1)/C(=C\c1ccccc1)NC(=O)c1ccccc1 | -0.2%
-1% | 2% | Nc1nc(SCc2cccc([N+](=O)[O-])c2)n[nH]1 | -0.9%
2% | -1% | Cc1cccc(C)c1OCCCCN1CCNCC1 | -0.2%

Single records (already shown). Values in the order: SIAH1 antagonists | PhoP inhibition | West Nile virus CPE
O=C(Nc1c2c(nn1-c1ccccc1)CS(=O)(=O)C2)C1CCCC1 is listed as 0% | -1% | 0.5%
COc1ccc(Cl)cc1NC(=O)CSC1=NN2CCCC(=O)N=C2S1 is listed as 8% | 13% | -0.4%

Next results follow:
SIAH1 antagonists | PhoP inhibition | molecule | West Nile virus CPE
1% | 4% | Cc1ccc(CCNC(=O)c2cccc(N3CCCC3=O)c2)cc1 | -0.2%
-3% | 2% | Cn1c(CNC(=O)c2ccc(Cl)cc2)nnc1SCC(=O)N1CCOCC1 | -0.1%
-2% | -1% | Cc1cc(Nc2ccc(Cl)cc2)n2ncnc2n1 | -0.5%
-4% | -6% | CN(Cc1ccccc1OCCO)CC1CCCN(CCc2ccc(Cl)cc2)C1 (stereo not given) | 2.4%
5% | 3% | Cc1cccc(-c2nc(CN3CCN(Cc4cccc(F)c4)CC3)c(C)o2)c1 | -0.1%
4% | 4% | CC(C)CC(=O)N1CC(=O)Nc2ccc(F)cc2C1c1ccccc1 (stereo not given) | 0.4%
6% | -2% | CSc1ccccc1NC(=O)c1cc2c(=O)n3ccccc3nc2s1 | 0.5%
1% | -2% | CNc1c(NS(=O)(=O)c2cc(OC)ccc2OC)c(=O)oc2ccccc12 | -0.3%
2% | -4% | CCN(CC)C(=O)CSc1nc2sc3c(c2c(=O)n1CCOC)CCC3 | -0.5%
12% | -14% | Cc1ccc(NC(=O)CCn2c(=O)c3cccn3c3ccccc32)c(C)c1 | -1.2%
5% | -3% | C/C(=N\Nc1nc(C)cc(-c2ccccc2)n1)c1cccc(N)c1 | -1.6%
-2% | -1% | COCCn1c(SCC(=O)N2CCCCC2)nc2c([nH]c3ccccc32)c1=O | 0.6%
6% | 7% | O=C(CN(C(=O)CNC(=O)c1ccco1)c1ccc(F)cc1)NC1CCCCC1 | -0.6%
13% | 0% | O=C(N/C(=C/c1ccc(F)cc1)C(=O)N1CCCC1)c1ccccc1 | -0.3%
4% | -4% | COc1cccc(NC(=O)CN2C(=O)NC3(CCCC3)C2=O)c1 | -0.5%
-6% | -2% | CN(C)CCCN(C(=O)c1ccc(S(=O)(=O)N2CCc3ccccc32)cc1)c1nc2ccc(Cl)cc2s1 | -1.0%
3% | -2% | COc1ccccc1/C=N/OCc1ccc(C#N)cc1 | 0.3%
2% | 4% | O=C(C(=O)N1CCCC1)c1c[nH]c2ccccc12 | 0.0%
-2% | 11% | Cc1cc(=O)oc2c(C)c(OCC(=O)NCC3CCC(C(=O)O)CC3)ccc12 (stereo not given) | -0.4%
8% | -2% | CSc1ccccc1NC(=S)NC1CCCC1 | -0.5%
-4% | -1% | COc1ccc(N(CC(=O)NCCSc2ccccn2)S(=O)(=O)c2ccccc2)c(OC)c1 | -0.1%
-5% | -4% | COc1ccc(NC(=O)CS(=O)c2ccc(Cl)c(Cl)c2)cc1 (stereo not given) | -1.1%
3% | 4% | Cc1cccc(OCC(O)CN2CCNCC2)c1 (stereo not given) | -0.3%
-6% | 4% | COc1ccccc1/C=N/NC(=O)c1c(-c2ccccc2)noc1C | -0.4%
11% | 0% | CCOC(=O)c1c(NC(=O)CSc2ncn[nH]2)sc(C(C)=O)c1C | 0.2%
-4% | -4% | CN(C)c1ccc(/C=N/NC(=O)CNC(=O)/C=C/c2ccco2)cc1 | 0.6%
-1% | 1% | CCCCC(=O)Nc1ccc2c(c1)nc(CCN1CCN(c3ccccn3)CC1)n2C | -0.7%
4% | 3% | CCCn1c(C(CO)Nc2nc(-c3cccc(Br)c3)cs2)nc2ccccc21 (stereo not given) | -0.3%
-4% | -5% | CCOc1ccc(-n2c(SCC(=O)Nc3cc(C(=O)O)ccc3Cl)nc3ccccc3c2=O)cc1 | -0.1%
-8% | 4% | CCOc1ccc(N2CC(C(=O)N3CCCCC3)CC2=O)cc1 (stereo not given) | 0.2%
-5% | 3% | COc1ccc(N(CC(=O)NCc2ccc(C)cc2)S(=O)(=O)c2c(C)[nH]c(=O)[nH]c2=O)cc1 | 0.2%
-3% | 22% | CCN1CCN(C(=O)c2cc3ccc(OC)cc3[nH]2)CC1 | -0.3%
-1% | -1% | COc1ccc(CN(CC(=O)NCCc2ccccc2)C(=O)CCC(=O)Nc2ccccn2)cc1 | -0.6%
3% | 9% | COc1ccc(CNC(=O)CS(=O)(=O)Cc2nc(-c3ccc(OC)cc3)oc2C)cc1 | -0.5%
3% | -3% | COC(=O)CCCC(=O)N1CCCC(C(=O)c2ccccc2SC)C1 (stereo not given) | -0.4%
4% | 0% | CC1(C)C=C2C(=NN(c3ccccc3)C(N)=C2C#N)CO1 | -0.1%
-1% | 0% | COc1ccc(-n2nc3c(c2NC(=O)COc2ccccc2)CS(=O)C3)cc1 (stereo not given) | 0.6%
6% | -5% | CN(C(=O)c1ccccc1Cl)c1ccccc1C(=O)NCCc1ccccc1 | -0.7%
0% | -3% | Cc1nc(C)c(-c2csc(Nc3ccc(C(=O)O)c(O)c3)n2)s1 | -0.2%
1% | -6% | Cc1cccc(C)c1NC(=O)c1c(O)c2ccccc2[nH]c1=O | -0.9%
0% | -10% | CCOC(=O)C1CCCN(C(=O)c2ccc3nc(-c4ccc(OC)c(OC)c4)c(-c4ccc(OC)c(OC)c4)nc3c2)C1 (stereo not given) | 0.9%
-4% | 7% | COc1ccc(N(CC(=O)Nc2cc(Cl)ccc2OC)S(=O)(=O)c2c(C)[nH]c(=O)[nH]c2=O)cc1 | 0.2%
0% | -2% | O=C(Nc1ccnn1C1CCN(C(=O)c2ccc(F)c(Cl)c2)CC1)C1CC1 | -0.8%
0% | -8% | O=C(Nc1ccc(C(=O)NCC2CCN(Cc3ccccc3F)CC2)cc1)C1=CSCCO1 | 0.1%
0% | -5% | Cc1cccc(NC(=O)CCC2CCN(C(=O)C3CC=CCC3)CC2)c1 (stereo not given) | -0.2%
-2% | -3% | COc1ccccc1CC(=O)N1CCN(S(=O)(=O)c2cccs2)CC1 | -0.5%
2% | -4% | CC(C)NC(=O)C(c1ccc(F)cc1)N(Cc1ccco1)C(=O)CCC(=O)Nc1ccccn1 (stereo not given) | -0.9%
-1% | -8% | O=C(CSc1nc2ncccc2[nH]1)Nc1ccccc1-c1ccccc1 | 1.2%
-2% | -2% | O=C(Cc1ccc(Cl)c(Cl)c1)Nc1ccccc1N1CCCC1 | -1.6%
-6% | -8% | CCc1ccc(/C=C2/C(=O)NC(=O)N2C(C)=O)cc1 | -0.1%
1% | -2% | O=C(c1cncc(Br)c1)N1CCN(S(=O)(=O)c2ccc(Cl)cc2)CC1 | -1.1%
-4% | -8% | O=C(COCc1cc(-c2ccc3c(c2)OCO3)on1)N1CCN(c2cccc(C(F)(F)F)c2)CC1 | -0.3%
0% | 3% | CC1(C)CC(=O)C=C(Nc2ccc3c(c2)CCC3)C1 | -1.1%
6% | -3% | CC(=O)N1CCc2cc(S(=O)(=O)NC3CCCCC3)ccc21 | -0.5%
-2% | 9% | Cc1cc(C)c2[nH]c(C)c(CN3CCCCCC3)c(=O)c2c1 | -1.1%
2% | -5% | O=C(Nc1cccc(Cl)c1)c1cc2c(=O)n3ccccc3nc2s1 | -0.2%

Further compounds follow.
SIAH1 antagonists | PhoP inhibition | molecule | West Nile virus CPE
-2% | -10% | Cc1c(Cl)cccc1NC(=S)NC1CCCC1 | -0.7%
5% | 8% | CC(C)c1ccc(/C=C(\NC(=O)c2ccccc2)C(=O)NCCN2CCOCC2)cc1 | -0.7%
-3% | 0% | Cn1c(=O)c2c(nc(Cl)n2CCOc2ccccc2)n(C)c1=O | -0.5%
-3% | -5% | O=C(CN1C(=O)NC(Cc2c[nH]c3ccccc23)C1=O)NCCc1ccccc1 (stereo not given) | -0.3%
-5% | 22% | Cc1c(C(=O)O)sc2c1c(=O)n(Cc1ccccc1)c(=O)n2C | 0.1%
6% | 2% | O=C(Nc1ccccc1Cl)c1cc2ccccc2o/c1=N\O | -0.3%
2% | -5% | CCn1c(SCc2ccc(OC)c(F)c2)nc2ccccc2c1=O | 0.1%
-3% | 15% | O=C(NCc1cccnc1)Nc1ccc(Br)cc1 | -0.1%
0% | -5% | O=C(CSc1nnc(-c2ccc(Br)cc2)o1)Nc1cccc(C(=O)O)c1 | -0.4%
0% | -3% | FC(F)(F)c1ccccc1NC(=S)Nn1cnnc1 | -0.2%

These rows are one share of the data; the hit share may differ from the screen's.
